# From PubChem BioAssay
# MsrA act: activators of bovine methionine sulfoxide reductase A. purified bovine MsrA, absorbance read-out. activation, % at 10.6 µM. 0.3% of 360,000 active. AID 602163; in the data active = activation above about 7.5%;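 note: 0% = vehicle and 100% = reference activator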
# Neddylation inh: cullin neddylation inhibition | P61081+Q13564 | TR-FRET cullin neddylation, biochemical | calls only at 25 µM | 0.58% of 360,000 active | AID 651699; in the data active = inhibition above about 36%
# MsrA inh: inhibits bovine methionine sulfoxide reductase A; purified bovine MsrA, absorbance read-out; inhibition, % at 15.5 µM; 0.75% of 360,000 active; AID 651718; in the data active = inhibition above about 4.5%;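 note: 0% = vehicle wells with enzyme and 100% = reference inhibitor wells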
# MT1-MMP act inh: inhibitors of human MT1-MMP activation; P50281; HT1080 RFP-PRO-GFP cells, GFP/RFP ratio fluorescence, overnight; percent of plate control window, DMSO zero; GFP/RFP ratio change, % at 20 µM; 0.061% of 360,000 active; AID 651647;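 active = GFP/RFP ratio change of at least 30% with cell ATP level not reduced by more than half and red fluorescence within 50% of control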; note: strong numbers were not always called active
#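 Assay system: HT1080 cells carrying an RFP-PRO-GFP reporter | Dosing: Single dose of 20 µM compound, 1% DMSO final | Incubation: Cells overnight before dosing, compound overnight, 37 °C, 5% CO2 | Evaluation: GFP/RFP fluorescence ratio | Control set: DMSO and RFP-L50D-GFP cell wells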
# Rin1-Abl PPI inh: inhibitors of human Rin1-Abl protein interaction; P00519+Q13671; TR-FRET Rin1/Abl binding, biochemical; inhibition, % at 7.35 µM; 0.4% of 360,000 active; in the data active = inhibition above about 5%, passing the limit was not always enough
# FAS-TE inh: blocks the thioesterase domain of human fatty acid synthase; P49327; recombinant FAS-TE, OMFH fluorogenic substrate, fluorescence endpoint; inhibition, % at 15 µM; 0.67% of 360,000 active; AID 602261;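 active = compounds whose normalised, plate-corrected inhibition of enzyme fluorescence in the single-dose primary screen is 50% or more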;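 note: 0% = DMSO with enzyme and 100% = substrate without enzyme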
# SKN-1 inh: blocks SKN-1 activity in C. elegans | 0.49% of 360,000 active | inhibition, % at 21.8 µM | C. elegans VP596 Pgst-4::GFP/RFP ratio, acrylamide-induced, 24 h | AID 624304;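 active = interference check ratio from 0.5 to 1.5 plus GFP to RFP signal ratio inhibition reaching or exceeding a fixed threshold, cut at about 30% in these data, passing the limit was not always enough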; note: some compounds called inactive have numbers as strong as hits
# NRP1-CendR mod: alters CendR peptide binding to human NRP-1; O14786; FAM-RPARPAR peptide binding to NRP-1, fluorescence polarization; inhibition, % at 25 µM; 0.85% of 360,000 active; AID 602438;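 active = inhibition or corrected inhibition above about 18%, plus a signal ratio from 0.5 to 1.5, limit read from the data, passing the limit was not always enough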; note: strong numbers were not always called active
# eLon inh: inhibitors of E. coli Lon protease; purified E. coli Lon protease, fluorescence polarization; inhibition, % at 7.94 µM; 0.42% of 360,000 active; in the data active = inhibition above about 13%, passing the limit was not always enough;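 note: 0% = enzyme with probe and DMSO and 100% = no enzyme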
# The depositor's hits bear a star; i = inactive; · = not tested or not shown; + = active, no number. Rows were taken by chance; overall some 4.2% were active at least once.
# Results follow in this order: Neddylation inh	FAS-TE inh	SKN-1 inh	MsrA inh	Rin1-Abl PPI inh	eLon inh	MT1-MMP act inh	NRP1-CendR mod	MsrA act
> CC(C)C1N(C(=O)N2CCOCC2)CCN1S(=O)(=O)c1ccccc1 (centres undefined)
→ i	-6	19	-0.2	1	13	-1	5	-3
> CCOC(=O)N1CCN(C(=O)CN(c2cc(C(F)(F)F)ccc2Cl)S(C)(=O)=O)CC1
→ i	-2	-3	0.4	8	0	2	4	-3
> O=C(NCCCCc1ccccc1)c1cccc(Br)c1
→ i	7	3	0.1	4	0	-1	2	-2
> CCCn1nc(C(=O)N2CCN(S(=O)(=O)c3ccc(C)c(C)c3)CC2)c2ccccc2c1=O
→ i	30	13	-0.5	-1	-11	0	-4	-2
> COc1ccc(S(=O)(=O)Nc2ccc3c(c2)C(=O)N([C@H](C)CO)C[C@H](C)[C@@H](CN(C)S(C)(=O)=O)O3)cc1
→ i	-7	-2	-0.7	4	-2	0	14	-7
> O=C(COc1ccc(Cl)cc1)NCCc1ccccn1
→ i	-3	-9	0.4	1	2	6	-4	-4
> CCOC(=O)c1ccc(S(=O)(=O)NCC(C)(C)N2CCOCC2)cc1
→ i	-5	7	-1.7	-4	3	3	-3	-4
> O=C(OCc1ccc([N+](=O)[O-])cc1)c1cc(S(=O)(=O)N2CCCCC2)ccc1N1CCOCC1
→ i	26	-2	-0.9	0	-11	-8	-1	-3
> CC(=O)NNC(=S)NC(=O)c1ccccc1
→ i	-3	5	1.8	3	1	4	6	8.3*
> CC(C)N1C(=O)CCC1C(=O)N1CCN(c2ccc(F)cc2)CC1 (centres undefined)
→ i	-2	2	-1.1	-7	-8	3	12	-1
> COc1cc(Cl)c(C)cc1NC(=O)c1ccc2c(c1)OCO2
→ i	-2	5	-1.2	-1	9	0	8	2
> COc1ccc(N=Nc2c(N)n[nH]c2N)cc1
→ i	-4	5	2.2	-6	-9	0	-6	-6
> COc1ccccc1NC(=O)COC(=O)COc1cccc2c1OC(C)(C)C2
→ i	-6	6	0.1	-4	-6	3	0	-2
> O=C(NC1=NCCS1)c1ccc(N2CCCC2=O)cc1
→ i	-5	-2	0.6	5	-3	2	4	0
> CCOc1ccc(NC(=O)CN(C)C(=O)C2CC2C)cc1OCC (centres undefined)
→ i	-6	-4	-1.9	0	2	5	0	-4
> N#CCCN(Cc1cccnc1)C(=O)c1ccc(S(=O)(=O)N2CCOCC2)cc1
→ i	-6	-16	-0.3	0	-8	1	-5	-6
> CC(C)C(C)(C#N)NC(=O)CSc1nc2scc(-c3ccco3)c2c(=O)n1-c1ccccc1 (centres undefined)
→ i	6	18	0.7	0	0	-2	-16	-4
> CCCOC(=O)Nc1ccc(N2CCCCC2)cc1
→ i	-1	6	0.6	-2	8	6	-13	-3
> COCCCn1c(SC(C)C(=O)Nc2c(C)n(C)n(-c3ccccc3)c2=O)n[nH]c1=O (centres undefined)
→ i	-4	10	-1.2	-2	5	-6	-12	-4
> CCOC(=O)C1=C(C)N(c2ccc(Cl)cc2)C(=O)NC1c1cccc([N+](=O)[O-])c1 (centres undefined)
→ i	31	-3	-0.6	8	-1	0	3	-9
> O=c1[nH]c2ccc(S(=O)(=O)N3CCN(c4ccccc4F)CC3)cc2s1
→ i	6	-5	-0.2	6	-2	3	4	-3
> Cc1oc(C)c2c(=O)ccc3c(c12)OC(N)=C(C#N)C3c1ccccc1 (centres undefined)
→ i	-10	48*	2.9	-3	-10	-52	-98	-3
> COc1cccc2sc(=NC(=O)CS(=O)(=O)c3ccccc3)n(C)c12
→ i	3	9	-1.1	3	-4	1	11	-4
> c1ccc(-n2ncc3c(NCc4ccccn4)ncnc32)cc1
→ i	-4	-20	·	5	-1	1	-2	-4
> O=C(Nc1ccc(F)cc1F)N1CCCN(c2ccc(C(F)(F)F)cn2)CC1
→ i	0	-14	-1.6	1	8	6	-7	-4
> O=C(CCS(=O)(=O)c1cccc2nonc12)Nc1ccc(Br)cc1
→ i	11	3	0.8	0	-9	4	-9	-3
> C#CCN(C)Cc1ccccc1
→ i	-3	94	-0.8	-1	-7	-5	2	-2
> COc1cccc(NC(=S)NC(=O)/C=C/c2ccc(F)cc2)c1
→ i	2	1	-0.5	-1	8	2	2	-6
> COc1ccc(NC(=O)CN(C)S(=O)(=O)c2ccc(Cl)cc2)cn1
→ i	0	19	0.2	2	-9	4	10	-5
> O=S(=O)(c1cnc[nH]1)N1CCc2ccccc21
→ i	-40	75	-0.7	0	-1	-14	-232	-4
> CCC(Oc1ccc2ccccc2c1)C(=O)O (centres undefined)
→ i	-5	-14	0.1	-5	-4	-2	0	-5
> Cc1nn(-c2ccccc2)c2nc(-c3ccco3)cc(C(=O)O)c12
→ ·	-2	8	2.9	-3	4	0	-101	-3
> O=C(Cn1nc(C(=O)O)c2ccccc2c1=O)Nc1cc(C(F)(F)F)ccc1-n1cncn1
→ i	0	16	0.0	2	3	0	8	-2
> O=C(CCNC(=O)c1ccc([N+](=O)[O-])cc1)Nc1ccc(F)c(F)c1F
→ i	46	8	0.6	-4	-1	6	-2	-3
> Cc1ccc(CN2CC(N3CCCC3)CS2(=O)=O)cc1 (centres undefined)
→ i	-7	6	2.6	4	7	0	3	-7
> CN1C[C@@H]2C(c3ccc(C(F)(F)F)cc3)C3(c4ccc(C#N)cc4)CC2(C3)[C@H]1c1ccccc1 (some centres undefined)
→ i	9	-8	1.1	3	16	-7	-2	-12
> COc1cccc(-c2cccc(NC(=O)C3CCN(Cc4ccc(CO)o4)CC3)c2)c1
→ i	-6	-5	0.0	-5	-5	-1	-9	-4
> CCOC(=O)C1c2cccc(O)c2CCN1C(C)=O (centres undefined)
→ i	-3	1	-1.2	-3	4	-5	-1	-2
> COc1ccc2[nH]c3c(c2c1)CCN1C(=O)C(CC(=O)NCCCn2ccnc2)C[C@H](C(=O)N(C(C)C)C(C)C)[C@@]31C (some centres undefined)
→ i	-7	12	1.7	-2	-6	0	9	-1
> Cc1ccc(-c2cc(C(F)F)n3ncc(C(=O)Nc4ccc(S(=O)(=O)Nc5ccccc5C)cc4)c3n2)cc1
→ i	20	-15	0.5	-3	-9	0	8	-7
> Cc1ccccc1COC(=O)CNC(=O)c1sc2ccccc2c1Cl
→ i	18	-22	3.0	-4	-3	6	-7	-2
> Cc1nnc(NC(=O)CC23CC4CC(CC(C4)C2)C3)s1
→ i	1	-10	-1.1	1	-15	4	20	0
> CNC[C@@H]1Oc2cc(Br)ccc2S(=O)(=O)N([C@H](C)CO)C[C@@H]1C
→ i	-11	-2	1.5	4	5	9	0	-7
> O=C(CN1c2cccc3cccc(c23)S1(=O)=O)N1CCCCC1
→ +	-6	-11	-0.3	-3	5	4	-13	-1
> COc1ccc2cc(-c3cc(C(=O)O)c4ccccc4n3)ccc2c1
→ ·	3	-6	0.9	-3	8	·	0	-5
> COCC(=O)N(Cc1ccco1)c1nnc(C2CCOC2)s1 (centres undefined)
→ i	-5	-6	-1.0	0	0	6	-2	-9
> CCN1C(=O)C(=O)N(Cc2ccc(OC)c(F)c2)C1=O
→ i	-2	2	-0.8	0	11	-1	-7	-6
> CCOC(=O)c1ccc(NC(=O)N2CCN(C3CCCCC3)CC2)cc1
→ i	-6	8	0.3	2	2	-2	-2	-9
> COc1ccc(N2CCN(C(=S)NCc3ccccc3)CC2)cc1
→ i	0	-3	1.0	-1	2	2	-2	-1
> CC(C)c1cc(=O)n2c(nc3ccccc32)[nH]1
→ i	-5	-7	-0.8	0	-7	-4	-11	-8
> COc1ccc([N+](=O)[O-])cc1NC(=O)CCNC(=O)Cn1ccc2ccccc2c1=O
→ i	-9	-15	0.4	-1	-2	-3	30*	-11
> O=C(CCn1nc(-c2ccc(Cl)cc2)ccc1=O)NCc1ccccn1
→ i	-4	-9	-1.5	1	-9	1	3	-5
> Nc1nnc(-c2ccc(Cl)cc2Cl)s1
→ i	-5	8	-0.3	0	2	-6	1	-2
> CC(C)CC1NC(=O)N(CC(=O)N(C)C2CCCCC2)C1=O (centres undefined)
→ i	-7	-7	0.0	4	3	-1	-1	-1
> CC(NC(=O)CCOc1ccccc1)c1ccccc1 (centres undefined)
→ i	-1	-22	0.9	-5	-1	1	-7	-6
> O=c1[nH]c(Cc2cccs2)nc2scc(-c3ccc(Cl)cc3)c12
→ i	1	-4	1.3	0	-11	-1	-19	-3
> COc1ccccc1CNC(=O)COC(=O)c1cccnc1SCC(=O)NCc1ccccc1OC
→ i	2	-2	0.3	-5	6	-1	-16	-2
> O=C(c1cc(C(=O)c2ccco2)cc(C(=O)c2ccco2)c1)c1ccco1
→ i	5	-1	0.4	4	1	-7	-1	-3
> COc1ccc(C(=O)C2CCCN(S(=O)(=O)c3cccc(C)c3)C2)c(C)c1 (centres undefined)
→ i	36	22	1.0	1	-3	-6	4	-3
> Cc1c(NS(=O)(=O)c2ccc3nc(COc4ccccc4Cl)[nH]c3c2)c(=O)n(-c2ccccc2)n1C
→ i	-4	8	0.2	0	2	-1	-8	-1

# Of the compounds above, three have a thiophene ring, fused or not.
# Results follow in this order: Neddylation inh	FAS-TE inh	SKN-1 inh	MsrA inh	Rin1-Abl PPI inh	eLon inh	MT1-MMP act inh	NRP1-CendR mod	MsrA act
> CC(C)C(C)(C#N)NC(=O)CSc1nc2scc(-c3ccco3)c2c(=O)n1-c1ccccc1 (centres undefined)
→ i	6	18	0.7	0	0	-2	-16	-4
> Cc1ccccc1COC(=O)CNC(=O)c1sc2ccccc2c1Cl
→ i	18	-22	3.0	-4	-3	6	-7	-2
> O=c1[nH]c(Cc2cccs2)nc2scc(-c3ccc(Cl)cc3)c12
→ i	1	-4	1.3	0	-11	-1	-19	-3

# Next entries
# Results follow in this order: Neddylation inh	FAS-TE inh	SKN-1 inh	MsrA inh	Rin1-Abl PPI inh	eLon inh	MT1-MMP act inh	NRP1-CendR mod	MsrA act
> O=C(Nc1ccc(Cl)cc1)/C(=C1\CCCN1)[N+](=O)[O-]
→ i	-5	11	1.5	1	-2	2	2	-6
> CC(=O)N1Cc2ccccc2C(C)CC12CCCC2 (centres undefined)
→ i	2	9	0.4	-1	1	-2	9	-6
> Cc1ccccc1Cn1c(=O)n(Cc2ccco2)c(=O)c2ccccc21
→ i	14	-4	1.1	0	-3	6	-9	-7
> COc1ccc(CN(Cc2cccnc2)C(=S)NCCc2ccccc2)cc1OC
→ i	6	8	-1.1	-1	7	-5	-12	0
> CCOC(=O)c1cc2sc(C)cc2n1CC(=O)N1CCOCC1
→ i	-9	9	0.4	0	-5	3	-1	-2
> CCC(CC)CN1CCC(CN2CCNC(=O)C2=O)CC1
→ i	-7	8	-0.8	-2	-7	3	0	-7
> CCN1CCc2c(C#N)c(N3CCCCC3)nc(N3CCOCC3)c2C1
→ ·	-1	-3	4.8*	-2	-7	-9	8	-6
> CC1(C)CC(NC(=O)C(Cl)(Cl)Cl)CC(C)(C)N1
→ i	-12	-3	-0.5	0	-6	-1	2	-2
> Cc1ccc(NC(=O)CSc2nnc(COc3ccccc3C)o2)cc1
→ i	0	-17	-0.6	-2	1	1	4	-6
> C[C@H](NC(=O)C1CC(=O)N(c2ccc3c(c2)OCCO3)C1)C(=O)N1CCCCC1 (some centres undefined)
→ i	-5	8	1.7	4	4	1	-19	-3
> O=C(N/C(=C\c1ccc([N+](=O)[O-])cc1)C(=O)N1CCCCC1)c1ccccc1Br
→ i	1	12	2.8	-2	6	1	3	-5
> CC(C)(C)NC(=O)C1c2ccccc2OCC(=O)N1Cc1ccccn1 (centres undefined)
→ i	-13	11	-0.6	·	-7	2	-1	-1
> CC(=O)c1ccc(OCC(=O)NC2CCCCCC2)cc1
→ i	-1	3	0.5	1	-4	2	-2	-2
> CC(C)C(OC(=O)CN1C(=O)COc2ccccc21)C(=O)NC1CCCCC1 (centres undefined)
→ i	0	18	2.0	2	-4	0	0	-1
> O=c1cc(N2CCCCCC2)[nH]c(=O)n1-c1ccc(Cl)cc1
→ i	-6	-6	-0.7	-3	-13	-1	-8	-4
